From PubChem BioAssay
Tat transport = blocks Tat-dependent protein export in E. coli. E. coli MC4100 TorA-mCherry Tat export, fluorescence. hit rate 0.036% among 340,000. AID 488895. inhibition, % at 10 µM;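 active = mean replicate inhibition at least 50% and at least half of replicates individually reaching 50%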;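 also: exported cargo escapes ClpAP degradation while cytoplasmic cargo is degraded and loses fluorescence; 0% = median of neutral control wells and 100% = median of NaSCN control wells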
CDK5 p35 inh = inhibitors of human CDK5/p35 kinase. Q00535+Q15078. Recombinant CDK5/p35, ADP-Glo luminescence, 60 min. inhibition, % at 10 µM. hit rate 0.01% among 330,000. AID 488839;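 active = highest replicate inhibition of at least 50% and at least 75% of replicates reaching 50%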;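 also: plate controls were DMSO neutral control for no effect and GW8510 at 10 µM for full effect; many of its hits are not listed in these tables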
Target sequence (Q00535 whole entry, looked up): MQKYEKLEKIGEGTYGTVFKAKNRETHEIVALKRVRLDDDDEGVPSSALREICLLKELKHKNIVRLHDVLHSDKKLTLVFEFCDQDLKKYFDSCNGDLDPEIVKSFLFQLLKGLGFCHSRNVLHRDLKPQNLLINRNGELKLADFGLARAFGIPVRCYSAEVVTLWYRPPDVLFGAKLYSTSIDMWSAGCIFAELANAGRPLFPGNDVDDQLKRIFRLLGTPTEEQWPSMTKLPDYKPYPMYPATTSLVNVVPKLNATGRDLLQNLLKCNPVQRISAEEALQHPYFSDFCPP
Target sequence (Q15078 whole entry, looked up): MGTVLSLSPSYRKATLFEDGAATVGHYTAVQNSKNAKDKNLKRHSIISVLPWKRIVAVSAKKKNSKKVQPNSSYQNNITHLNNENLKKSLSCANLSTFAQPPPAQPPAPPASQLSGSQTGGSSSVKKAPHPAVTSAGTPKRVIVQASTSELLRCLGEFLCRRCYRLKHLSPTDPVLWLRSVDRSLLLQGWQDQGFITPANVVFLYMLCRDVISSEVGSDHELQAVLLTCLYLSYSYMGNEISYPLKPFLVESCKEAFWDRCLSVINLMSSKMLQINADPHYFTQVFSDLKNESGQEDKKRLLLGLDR
MITF TRPM1 HTS = increases MITF-driven TRPM1 promoter luciferase signal. SK-MEL-5 TRPM1-promoter luciferase, 24 h; % of positive control, neutral wells = 0. activation, % at 12.5 µM. hit rate 0.75% among 300,000;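 active = mean activation of at least 80% with every replicate also reaching 80%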;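 also: 0% = neutral control wells and 100% = parthenolide positive control wells; values of inactives mirror those of a sister screen read the other way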
Wnt act = activators of Wnt/beta-catenin signaling; Wnt/beta-catenin reporter cell assay, activator, plate reader; hit rate 1.2% among 300,000; AID 743398; activation, % at 9.35 µM; in the data active = activation above about 30%, passing the limit was not always enough;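 also: 0% = neutral control wells and 100% = positive control wells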
Rtt109 Vps75 = inhibitors of Candida albicans Rtt109/Vps75 histone acetyltransferase | Q5AAJ8 | purified Rtt109/Vps75, ThioGlo CoA-SH fluorescence, 4 h | inhibition, % at 34.9 µM | hit rate 0.16% among 330,000;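 active = inhibition of at least 50% in every replicate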
Target sequence (Q5AAJ8 whole entry, looked up): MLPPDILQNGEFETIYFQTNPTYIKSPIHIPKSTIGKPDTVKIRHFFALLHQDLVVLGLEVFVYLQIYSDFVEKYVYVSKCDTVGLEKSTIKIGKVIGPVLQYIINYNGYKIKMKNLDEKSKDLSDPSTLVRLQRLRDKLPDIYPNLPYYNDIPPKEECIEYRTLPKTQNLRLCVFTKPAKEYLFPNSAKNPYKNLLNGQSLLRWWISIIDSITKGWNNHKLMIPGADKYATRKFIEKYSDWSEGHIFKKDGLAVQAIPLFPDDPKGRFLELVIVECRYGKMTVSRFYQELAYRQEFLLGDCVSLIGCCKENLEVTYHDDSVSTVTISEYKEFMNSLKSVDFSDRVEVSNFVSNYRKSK
CAL PDZ FP-1 = CAL PDZ (human) peptide binding inhibition | Q9HD26 | purified CAL PDZ, TMR-peptide fluorescence polarization, 1 h | inhibition, % at 24.9 µM | hit rate 0.92% among 300,000 | AID 602252;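 active = mean inhibition of at least 30% with at least half of replicates also reaching 30%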;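 also: 0% = DMSO neutral control and 100% = excess unlabeled competitor peptide PRC23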
cardiac RTF act = increases calcium sensitivity of human cardiac regulated thin filaments | IANBD-labeled TnC RTF fluorescence at EC20 calcium; 0% EC20 calcium, 100% full calcium | activation, % at 7.2 µM | hit rate 0.24% among 340,000;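 active = activation above the mean over all tested compounds plus 3 SD, cut at about 30% in these data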;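 also: rise in fluorescence read as greater calcium sensitivity of cardiac thin filaments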
V-ATPase pH = alters yeast V-ATPase proton transport. response, % at 10 µM. S. cerevisiae, pHLuorin cytosolic pH fluorescence. AID 504577. hit rate 0.37% among 350,000; in the data active = response mostly above about 7.3%, no sharp cut-off; inactive = mostly below about 5.4%; also: actives read high; inactives centre near 0; some compounds called inactive have numbers as strong as hits; reference of the scale not given here
dFosB act = mouse delta FosB homodimer activation | P13346 | AID 493131 | activation, % at 25 µM | hit rate 0.99% among 340,000 | purified delta FosB, TAMRA-CDK5 oligo fluorescence polarization; percent of positive-control signal above neutral wells;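 active = mean activation above about 17%, with every replicate also reaching it, limit read from the data, passing the limit was not always enough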;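 also: fluorescence polarization rise as delta FosB binds a TAMRA Cdk5 AP-1 oligo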
CAL PDZ FP-2 = inhibitors of human CAL PDZ peptide binding | Q9HD26 | purified CAL PDZ, TMR-peptide fluorescence polarization, 1 h | inhibition, % at 20 µM | hit rate 0.02% among 330,000 | AID 504414;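 active = highest replicate inhibition of at least 40%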;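 also: plate controls were DMSO neutral control wells for no effect and unlabeled competitor peptide control wells for full effect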
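material = purified tagged CAL PDZ domain construct (CerCALP) | compound dosing = 20 µM, one dose | times = 1 h at RT | measured by = fluorescence polarization from S- and P-plane intensities, G-factor corrected | read-out = inhibition from polarization loss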
* = called active by the depositor; . = not tested or not shown.

SMILES	Tat transport	CDK5 p35 inh	MITF TRPM1 HTS	Wnt act	Rtt109 Vps75	CAL PDZ FP-1	cardiac RTF act	V-ATPase pH	dFosB act	CAL PDZ FP-2
CC1CCCN(C(=O)CN2C(=O)CSc3ccc(S(=O)(=O)N4CCOCC4)cc32)C1 (stereo unspecified)	2.4	.	-5.7	-0.9	-5.1	-1.9	0.7	-1.1	7.3	-1.7
Cc1nn(-c2ccccc2)c2nc(=O)n(-c3ccccc3)cc12	-0.5	0.0	-9.1	.	-4.6	1.9	0.7	2.7	-5.0	-1.7
CC(C)C(C(=O)NC1CCCC1)N(Cc1ccco1)C(=O)CNS(=O)(=O)c1ccccc1 (stereo unspecified)	12.0	0.6	-2.9	5.9	1.7	-5.3	-7.3	1.4	-3.6	-0.7
CCc1nc(SCc2cc(=O)[nH]c3ccccc23)c2c(C)c(C)sc2n1	2.6	2.8	14.8	6.2	-3.7	0.8	0.2	3.7	-10.1	-0.5
Cc1noc(C)c1COc1ccccc1C(=O)NCCc1ccccc1	-2.1	1.0	-0.3	-1.3	-3.8	-0.7	5.6	0.2	-5.8	-2.2
O=C(CSc1nnc(CNC(=O)c2cccs2)o1)NCCc1ccccc1	4.1	0.3	.	-6.8	-4.6	0.0	1.7	-10.1	-5.0	-3.4
CCn1ccc2cc(OC)ccc2c1=S	-1.8	2.6	.	.	8.2	2.7	0.9	2.4	4.4	-1.7
O=S1(=O)CC/C(=N\Nc2ccc(F)cc2)c2ccsc21	2.6	4.8	-1.8	0.4	11.2	-1.6	1.0	6.0	-2.6	-2.0
COCCCN1Cc2cccc(C(=O)O)c2C1=O	2.3	-0.4	.	-5.9	-1.7	.	2.0	-0.4	-1.4	-0.2
CC(C)N(Cc1ccccc1)C(=O)CCS(=O)(=O)c1ccc2c(c1)oc(=O)n2C	-6.2	.	-1.5	-1.5	-5.8	-3.4	0.8	2.7	-5.9	-1.2
COC(=O)c1cn(C(=O)c2cc(C)cc(C)c2)c2ccccc12	-3.5	-0.2	-7.6	0.6	0.5	-0.3	2.6	-1.8	3.0	-1.8
COc1ccccc1NC(=O)CC1C(=O)NCCN1C(=O)Nc1ccccc1 (stereo unspecified)	-3.5	-0.9	3.5	.	-7.1	.	1.2	0.1	-6.0	-1.2
CN1CCN(NC(=O)c2ccc(Cl)cc2Cl)CC1	7.5	0.6	-3.8	-0.1	-7.8	-1.6	-0.6	-3.5	-1.2	-1.1
Cn1nc(C(=O)OCCN2C(=O)c3ccccc3C2=O)c2ccccc2c1=O	-6.5	-0.7	-2.1	.	-5.3	2.4	1.2	-2.1	-7.4	-2.6
CC(C)(C)C1CCC(OC(=O)CN2CCCCC2)CC1 (stereo unspecified)	-6.2	1.4	.	-0.7	-9.7	2.1	-2.7	-1.1	0.1	-0.1
CCOc1cc(NC(=O)c2ccco2)c(OCC)cc1NC(=O)CCC(=O)NCc1cccnc1	16.9	1.8	-15.9	-1.4	6.2	-1.7	-0.3	-2.8	-2.9	-1.5
NS(=O)(=O)c1ccc(CCNc2ccnc3cc(Cl)ccc23)cc1	-2.6	-0.4	.	-2.1	-9.8	2.3	0.3	0.2	-8.0	-2.7
CN(CC(=O)Nc1ccc(F)c(F)c1F)C(=O)C1=NN(c2ccccc2)C(=O)CC1	-2.0	0.7	-2.0	0.5	0.4	31.5*	2.0	-0.8	-6.8	0.1
O=C(Cc1cccs1)Nc1nnc(-c2ccccc2)s1	-2.1	2.4	49.9	10.2	1.2	.	-0.1	-0.9	-5.3	-0.6
COC(=O)C1=C(C)NC2=C(C(=O)c3ccccc32)C1c1cccc(OC)c1 (stereo unspecified)	2.3	-8.6	.	-0.3	-0.3	.	2.5	-0.3	-1.4	0.0
COc1ccc(C2=NCC(CSc3nccc(=O)[nH]3)S2)cc1 (stereo unspecified)	-4.2	-0.5	.	.	8.8	-5.1	2.1	-0.9	-6.1	-3.6
Cc1sc2ncnc(N3CCC(C(=O)NCC(=O)Nc4ccc(F)c(F)c4)CC3)c2c1C	7.0	-0.3	-12.4	-1.4	7.2	-4.3	-3.0	2.8	-12.5	-3.2
O=C(COc1ccc(F)cc1Cl)Nc1cccc(S(=O)(=O)N2CCCCCC2)c1	5.5	-1.9	7.0	-4.0	4.7	-0.8	-1.7	-1.8	1.1	-1.7
CCOc1ccc(C2C(C#N)=C(N)N(N(C)C)C3=C2C(=O)CCC3)cc1 (stereo unspecified)	1.1	0.0	-6.6	6.3	0.2	-0.9	-0.4	-1.1	1.7	-0.6
COc1cc(/C=C/C(=O)N2c3ccccc3Sc3ccc(C(F)(F)F)cc32)cc(OC)c1OC	-0.7	2.4	-0.2	.	-26.8	-1.0	-2.4	-1.5	-9.6	-0.4
CCCCCc1ccc(CC(=O)N2CCOCC2)cc1	-0.7	-0.4	11.0	4.5	-3.2	.	-4.5	0.4	3.5	-0.5
COc1ccc(CC(=O)OC(C)C(=O)c2ccc(C)cc2)cc1 (stereo unspecified)	1.1	-0.1	-16.5	3.5	0.1	-4.8	2.3	8.3*	-9.7	-0.8
Cc1cccc(C(=O)N2CCCC(N3CCN(c4ccccc4)CC3)C2)n1 (stereo unspecified)	-3.6	0.5	-6.6	1.5	-42.6	-2.2	0.2	0.1	-1.6	-2.5
COc1ccc(/C=C2/SC(=S)N(CCC(=O)N3CCN(C)CC3)C2=O)cc1	3.8	0.8	2.9	0.0	8.9	6.1	2.6	1.3	-7.6	-1.5
Cn1sc(NC(=O)c2ccccc2Cl)nc1=O	11.3	1.7	11.5	4.1	2.0	9.0	-1.8	-2.5	-2.5	-1.2
CSc1ncc(C(=O)Nc2cccc(S(N)(=O)=O)c2)n1-c1ccccc1	-1.2	-0.3	3.0	-2.5	5.4	-5.4	-8.0	-2.1	-12.8	-1.4
CCN1CCCC1CNC(=O)Cn1nc(C)n2nc(-c3ccccc3)cc2c1=O (stereo unspecified)	-3.7	0.8	4.2	3.1	0.0	-3.7	2.6	-3.2	-5.8	0.0
Cc1c(NC(=S)NC(=O)c2cccc(Cl)c2)c(=O)n(-c2ccccc2)n1C	-2.5	1.3	.	3.0	-6.5	-3.3	2.8	3.7	-4.9	-0.2
Cc1ccc(C(=O)c2cc3ccccc3o2)cc1	-5.9	-2.8	2.3	.	-4.9	-2.5	5.6	2.8	-1.8	-2.9
OC(CNCc1cccc(Br)c1)c1ccccc1 (stereo unspecified)	7.1	-0.4	6.8	-4.0	0.9	-2.1	-2.6	0.1	4.2	0.0
CCCCCCCCN1[C@@H](CC(=O)OC)c2cc(F)ccc2S1(=O)=O	-1.2	0.0	-0.9	0.3	4.7	-0.2	-8.8	0.3	-5.0	-2.0
O=[N+]([O-])c1cc(-c2nnc(Nc3ccccc3)c3ccccc23)ccc1N1CCOCC1	-2.5	0.2	-14.4	-3.1	-6.3	-1.8	3.5	2.1	-2.5	-2.0
O=S(=O)(NCCOC12CC3CC(CC(C3)C1)C2)c1cccc2nsnc12	-2.6	0.6	-3.3	-2.6	9.8	-6.5	1.4	-2.0	-3.7	-1.6
Cc1cccn2c(CN3CCCC(c4ccccc4)C3)c(C(=O)N3CCOCC3)nc12 (stereo unspecified)	10.3	0.6	2.6	-1.4	.	-2.9	-6.8	-3.8	-3.6	-1.5
CCCCN(C(=O)CCCSc1nc2ccccc2[nH]1)c1c(N)n(Cc2ccccc2)c(=O)[nH]c1=O	1.5	-2.6	-6.1	-1.5	4.3	-2.6	-1.9	-2.4	-7.4	0.2
COc1ccc(CCC(=O)O)c(O)c1	3.2	2.8	-0.9	-1.2	5.4	-0.3	5.3	4.1	-0.3	-0.6
O=C(O)CS(=O)(=O)CC(=O)NCc1cccc(C(F)(F)F)c1	-7.0	0.6	-7.9	0.3	.	2.3	-3.1	8.9	2.0	-2.0
N#Cc1ccccc1S(=O)(=O)N1CCC(C(=O)NCc2ccccc2CN2CCCC2)CC1	-7.1	-1.1	25.6	-0.3	7.1	.	-6.4	-3.7	-11.3	-0.9
COc1ccc(N(C(=O)c2ccncc2)S(=O)(=O)c2ccc(Cl)cc2)cc1	-5.7	1.5	3.0	.	3.3	1.9	-1.7	6.0	-8.4	0.6
CCOCCCNC(=O)c1ccc(N2CC3CC(C2)c2cccc(=O)n2C3)c(NC(=O)Nc2cccc(OC)c2)c1 (stereo unspecified)	3.8	2.6	9.6	-1.3	6.4	0.5	-4.0	5.2	-9.8	-0.9
O=C1CN(C(=O)c2ccco2)C(c2ccc(F)cc2)c2cc(Cl)ccc2N1 (stereo unspecified)	-0.8	3.7	-10.0	.	3.7	-7.3	-2.4	3.1	-12.2	.
Cc1ccc(N(C(=O)c2ccc(S(=O)(=O)N3CCOCC3)cc2)C2C=CS(=O)(=O)C2)cc1 (stereo unspecified)	-2.8	0.1	-0.3	-0.7	.	-0.3	6.8	0.8	-7.9	-1.4
Cc1cc(C(F)(F)F)n(-c2nc(C(=O)NN)cs2)n1	1.1	-1.2	-3.8	-3.1	-11.2	-0.6	2.0	-0.1	-10.1	-0.5

Shown with two lines to a compound: entries from further up
Order of values: Tat transport | CDK5 p35 inh | MITF TRPM1 HTS | Wnt act | Rtt109 Vps75 | CAL PDZ FP-1 | cardiac RTF act | V-ATPase pH | dFosB act | CAL PDZ FP-2
Cc1cccn2c(CN3CCCC(c4ccccc4)C3)c(C(=O)N3CCOCC3)nc12 (stereo unspecified)
 : 10.3 | 0.6 | 2.6 | -1.4 | . | -2.9 | -6.8 | -3.8 | -3.6 | -1.5
COc1ccccc1NC(=O)CC1C(=O)NCCN1C(=O)Nc1ccccc1 (stereo unspecified)
 : -3.5 | -0.9 | 3.5 | . | -7.1 | . | 1.2 | 0.1 | -6.0 | -1.2
O=S1(=O)CC/C(=N\Nc2ccc(F)cc2)c2ccsc21
 : 2.6 | 4.8 | -1.8 | 0.4 | 11.2 | -1.6 | 1.0 | 6.0 | -2.6 | -2.0
Cc1ccc(N(C(=O)c2ccc(S(=O)(=O)N3CCOCC3)cc2)C2C=CS(=O)(=O)C2)cc1 (stereo unspecified)
 : -2.8 | 0.1 | -0.3 | -0.7 | . | -0.3 | 6.8 | 0.8 | -7.9 | -1.4
COCCCN1Cc2cccc(C(=O)O)c2C1=O
 : 2.3 | -0.4 | . | -5.9 | -1.7 | . | 2.0 | -0.4 | -1.4 | -0.2
O=C(Cc1cccs1)Nc1nnc(-c2ccccc2)s1
 : -2.1 | 2.4 | 49.9 | 10.2 | 1.2 | . | -0.1 | -0.9 | -5.3 | -0.6

The order is random; any-hit rate near 4.1%.
